Screening data as filed in PubChem.
Growth percent in the NCI-60 one-dose screen (48 h, 10 µM unless noted): 100 = growth as untreated, 0 = no growth, -100 = all killed.
DU-145 – DU-145 prostate cancer | actives 4.2% (n = 81,000) | AID 1794760
UO-31 – UO-31 renal cancer; AID 1794768; actives 5.2% (n = 81,000)
SF-539 – SF-539 CNS cancer; actives 6.8% (n = 81,000); AID 1794752
U251 – U251 CNS tumor cells; actives 5.4% (n = 80,000); AID 1794753
786-0 – 786-0 renal cancer cells; actives 5.1% (n = 81,000); AID 1794775
SF-268 – SF-268 CNS cancer cells. actives 3.1% (n = 82,000). AID 1794759
PC-3 – PC-3 prostate cancer cells. actives 3.9% (n = 80,000)
SF-295 – SF-295 CNS cancer cells; actives 5.6% (n = 79,000); AID 1794758
SN12C – SN12C renal cancer cells; actives 3.8% (n = 81,000); AID 1794767
Numbers without * were called inactive; . = not tested or not shown; & = joins results of further samples. The calls were made as follows: active = growth percent below 10; inactive = the rest. The order is random; about 9.4% have a hit in one of these screens.

Abbreviations – A = DU-145; B = UO-31; C = SF-539; D = U251; E = 786-0; F = SF-268; G = PC-3; H = SF-295; I = SN12C
1: N[C@H]1C[C@@H](C(=O)O)CC1=C(C(F)(F)F)C(F)(F)F
  A = 107	B = 82	C = 106	D = 93	E = 105	F = 96	G = 99	H = 97	I = 102

2: Clc1ccc(Cc2nnc3sc(-c4cccnc4)nn23)cc1
  A = 101	B = 72	C = 93	D = 99	E = 93	F = 96	G = 101	H = 100	I = 100

3: O=c1[nH]c2cc(Cl)ccc2nc1/C(=N\O)C(O)c1ccc([N+](=O)[O-])cc1 (stereo unspecified)
  A = 109	B = 92	C = 93	D = 97	E = 100	F = 102	G = 101	H = 98	I = 102

4: Cc1cccc(C)c1NCc1nnc(-c2ccco2)o1
  A = 100	B = 65	C = 98	D = 97	E = 105	F = 93	G = 81	H = 92	I = 95

5: Cc1ccc2oc(=O)cc(Cn3cc(Cn4cnc5c4c(=O)n(C)c(=O)n5C)nn3)c2c1
  A = 110	B = 82	C = 99	D = 95	E = 96	F = 101	G = 103	H = 103	I = 104

6: C[C@H](c1nc2ccc(C(=O)O)cc2[nH]1)[C@H]1CC[C@H]2[C@@H]3CCC4=CC(=O)CC[C@]4(C)[C@H]3CC[C@]12C
  A = 111	B = 77	C = 105	D = 101	E = 104	F = 100	G = 115	H = 101	I = 95

7: CCOC(=O)CC1=C(O)c2ccccc2C(=O)C1=O
  A = 114	B = 72	C = 90	D = 100	E = 101	F = 106	G = 90	H = .	I = 101

8: CC(C)=CCC[C@](C)(O)[C@H]1CC[C@]2(C)[C@@H]1CC[C@@H]1[C@@]3(C)CC[C@H](N)C(C)(C)[C@@H]3CC[C@]12C
  A = 72	B = 77	C = 88	D = 48	E = 62	F = 86	G = 68	H = 93	I = 96

9: N#Cc1c(N=Cc2ccc(Br)cc2)n[nH]c1Nc1ccccc1
  A = 113	B = 89	C = 107	D = 113	E = 102	F = 85	G = 102	H = 102	I = 103

10: CC(C)c1ccc(Cc2ccc(O)cc2)cc1
  A = 103	B = 87	C = 99	D = 92	E = 109	F = 108	G = 101	H = 115	I = 107

Some of the entries so far, with two lines to a compound.
The line under a structure holds: DU-145, UO-31, SF-539, U251, 786-0, SF-268, PC-3, SF-295, SN12C
1) N[C@H]1C[C@@H](C(=O)O)CC1=C(C(F)(F)F)C(F)(F)F
    107, 82, 106, 93, 105, 96, 99, 97, 102
2) Clc1ccc(Cc2nnc3sc(-c4cccnc4)nn23)cc1
    101, 72, 93, 99, 93, 96, 101, 100, 100
3) O=c1[nH]c2cc(Cl)ccc2nc1/C(=N\O)C(O)c1ccc([N+](=O)[O-])cc1 (stereo unspecified)
    109, 92, 93, 97, 100, 102, 101, 98, 102
4) Cc1cccc(C)c1NCc1nnc(-c2ccco2)o1
    100, 65, 98, 97, 105, 93, 81, 92, 95
5) Cc1ccc2oc(=O)cc(Cn3cc(Cn4cnc5c4c(=O)n(C)c(=O)n5C)nn3)c2c1
    110, 82, 99, 95, 96, 101, 103, 103, 104
6) C[C@H](c1nc2ccc(C(=O)O)cc2[nH]1)[C@H]1CC[C@H]2[C@@H]3CCC4=CC(=O)CC[C@]4(C)[C@H]3CC[C@]12C
    111, 77, 105, 101, 104, 100, 115, 101, 95
7) CCOC(=O)CC1=C(O)c2ccccc2C(=O)C1=O
    114, 72, 90, 100, 101, 106, 90, ., 101
8) CC(C)=CCC[C@](C)(O)[C@H]1CC[C@]2(C)[C@@H]1CC[C@@H]1[C@@]3(C)CC[C@H](N)C(C)(C)[C@@H]3CC[C@]12C
    72, 77, 88, 48, 62, 86, 68, 93, 96
9) N#Cc1c(N=Cc2ccc(Br)cc2)n[nH]c1Nc1ccccc1
    113, 89, 107, 113, 102, 85, 102, 102, 103
10) CC(C)c1ccc(Cc2ccc(O)cc2)cc1
    103, 87, 99, 92, 109, 108, 101, 115, 107

(listing goes on)
Abbreviations – A = DU-145; B = UO-31; C = SF-539; D = U251; E = 786-0; F = SF-268; G = PC-3; H = SF-295; I = SN12C
11: Cc1ccc2c(c1)C(C)Cc1c(ncnc1-n1cnc3cc(C)ccc31)N2C (stereo unspecified)
  A = 11	B = 31	C = 17	D = 6.8*	E = 11	F = 26	G = 24	H = 2.2*	I = 32

12: Cn1c([N+](=O)[O-])cnc1C=C1C(=O)c2ccccc2C1=O
  A = 46	B = 21	C = 18	D = 57	E = 41	F = 18	G = 60	H = 110	I = 43

13: O=C(O)CCNC(=O)OCc1ccccc1
  A = 113	B = 93	C = 60	D = 97	E = 95	F = 105	G = 88	H = 94	I = 94

14: CNc1oc(-c2cccc3ccccc23)nc1C#N
  A = 99	B = 84	C = 92	D = 94	E = 104	F = 91	G = 97	H = 98	I = 92

15: Cc1ccc(N)cc1CN1C(=O)c2ccccc2C1=O
  A = 105	B = 70	C = 107	D = 102	E = 98	F = 121	G = 90	H = 118	I = 103

16: O=C(Cc1ccccc1)NCCO
  A = 108	B = 92	C = 98	D = 101	E = 99	F = 99	G = 92	H = 105	I = 90

17: CC(C)=CCc1c(O)c(CC=C(C)C)c2c(c1O)C(=O)C1=C[C@@H]3C[C@H]4C(C)(C)O[C@@](C/C=C(\C)C(=O)O)(C3=O)[C@@]14O2
  A = -60*	B = -31*	C = -77*	D = -72*	E = -28*	F = 6.0*	G = 11	H = -9.3*	I = 12

18: C/C(CCC(=O)O)=N/Nc1ccc([N+](=O)[O-])cc1
  A = 82	B = 39	C = 13	D = 76	E = 46	F = 72	G = 65	H = 2.0*	I = 77

19: COc1ccc(OC)c(-c2cc(-c3nc(OC)nc(OC)n3)on2)c1
  A = 102	B = 82	C = 104	D = .	E = 74	F = 96	G = 85	H = 99	I = 100

20: O=C1NC(c2ccccc2)N=C2C(c3ccc(Cl)cc3)=NOC12 (stereo unspecified)
  A = 115	B = 100	C = 105	D = 104	E = 94	F = 106	G = 104	H = 104	I = 111

21: CCN(CC)CCC12CC(C)OC1=Nc1ccccc1NC2=O (stereo unspecified)
  A = 107	B = 82	C = 111	D = .	E = 97	F = 95	G = 94	H = 74	I = 103

22: CCC[C@@]1(CCc2ccccc2)CC(O)=C([C@H](CC)c2cccc(NS(=O)(=O)c3ccc(C(F)(F)F)cn3)c2)C(=O)O1
  A = 111	B = 90	C = 101	D = 99	E = 101	F = 112	G = 87	H = 104	I = 95

23: COc1ccc(C(C(=O)O)c2ccc(OC)cc2)cc1
  A = 105	B = 108	C = 105	D = 113	E = 107	F = 103	G = 101	H = 104	I = 121

24: COc1ccc(NCc2nnc(-c3ccc(OC)c(OC)c3)o2)cc1
  A = 108	B = 65	C = 94	D = 88	E = 100	F = 101	G = 68	H = 107	I = 89

25: CC(=O)Nc1ccc(C(=O)NC(=S)Nc2ccc(C(=O)NO)cc2)cc1
  A = 108	B = 78	C = 97	D = 103	E = 110	F = 103	G = 86	H = 103	I = 96

26: COc1cnc2c(c1)C(=O)c1c-2n(CCCN2CCN(C)CC2)c(=O)c2cc([N+](=O)[O-])ccc12
  A = -42*	B = -87*	C = .	D = -81*	E = -87*	F = -61*	G = 4.2*	H = -81*	I = -58*

27: O=[N+]([O-])c1ccc(N=Nc2c(S(=O)(=O)O)cc3cc(S(=O)(=O)O)cc(O)c3c2O)cc1
  A = 117	B = 107	C = 112	D = 104	E = 112	F = 110	G = 97	H = .	I = 111

28: COc1cc(NC(=O)c2cc3ccccc3nc2Nc2cc(OC)c(OC)c(OC)c2)cc(OC)c1OC
  A = 79	B = 68	C = 90	D = 84	E = 75	F = 65	G = 53	H = 93	I = 71

29: COc1ccc(-c2c(C(C)=O)c(C)n(-c3ccccc3)c2Cc2ccccc2)cc1OC
  A = 107	B = 62	C = 84	D = 63	E = 90	F = 73	G = 55	H = 79	I = 75

30: COc1cc(-c2cc(=O)oc3cc(O)ccc23)cc(OC)c1OC
  A = 96	B = 72	C = 93	D = 97	E = 100	F = 89	G = 72	H = 93	I = 79

31: COc1cc(/C=C/C(=O)c2ccc(NC(=O)CSc3nnc(-c4ccc5nc(-c6ccccc6)[nH]c5c4)o3)cc2)cc(OC)c1OC
  A = 91	B = 89	C = 82	D = 81	E = 75	F = 98	G = 99	H = 105	I = 91

32: Cc1nc2cc3ccccc3cc2s1
  A = 113	B = 119	C = 106	D = 107	E = 107	F = 108	G = 114	H = .	I = 115

33: NC(=O)c1ccc(Cl)c2ccccc12
  A = 100	B = 84	C = 89	D = 106	E = 97	F = 104	G = .	H = 105	I = 96

34: CC(=O)N1N=C(c2cccc(Nc3ccncc3)c2)CC1c1ccc(C)cc1 (stereo unspecified)
  A = 106	B = 80	C = 84	D = 89	E = 105	F = 94	G = 81	H = 98	I = 91

35: O=C(Nc1ccccc1C1=NCC(CO)O1)c1ccc(Cl)c(Cl)c1 (stereo unspecified)
  A = 105	B = 95	C = 95	D = 100	E = 87	F = 100	G = 91	H = 91	I = 88

36: COC(=O)CCCCCCCCCCCCO
  A = 113	B = 90	C = 90	D = 97	E = 103	F = 117	G = 92	H = 82	I = 98

37: CN1CCC[C@H]1c1cccnc1
  A = 110	B = 85	C = .	D = .	E = 99	F = .	G = 89	H = .	I = 109

38: CCCNCCOC(=O)c1ccc(N)c(OCCC)c1
  A = 110	B = 81	C = 106	D = 103	E = 95	F = 104	G = 89	H = 95	I = .

39: COc1ccc(-c2cn(-c3ccc(Cl)cc3)c(=S)[nH]2)cc1OC
  A = 79	B = 85	C = 86	D = 75	E = 1.8*	F = 96	G = 72	H = 69	I = 74

40: c1ccc2c(c1)nc(CN1CCOCC1)n1cc(N3CCCC3)nc21
  A = 106	B = 75	C = 91	D = 102	E = 92	F = 110	G = 82	H = 112	I = 98

41: COc1cc(/C=C/C(=O)N2c3ccccc3CC2C)c(OC)c2c1OCO2 (stereo unspecified)
  A = 95	B = 78	C = 98	D = 88	E = 95	F = 97	G = 69	H = 84	I = 97

42: CC(C)C1(C)C(=O)N(C)C(=O)N1Br (stereo unspecified)
  A = 103	B = 77	C = 104	D = 102	E = 98	F = 103	G = 98	H = 102	I = 108

43: O=C(O)c1ccc(O)c(O)c1
  A = 106	B = 73	C = 92	D = 96	E = 98	F = 99	G = 99	H = 98	I = 90

44: C/C(=N\NC(=O)c1sc(=S)n(C)c1N)c1ccco1
  A = 105	B = .	C = 98	D = 95	E = 103	F = 106	G = 100	H = 100	I = 96

45: COc1cc2c3c(n(CCCN4CCC[C@H]4C(N)=O)c(=O)c2cc1OC)-c1cc2c(cc1C3=O)OCO2
  A = 16	B = 18	C = -2.8*	D = -22*	E = -10*	F = 28	G = 40	H = 7.5*	I = 17

46: O=S(=O)(O)c1cc(O)c2ccc(Nc3ccc4c(O)cc(S(=O)(=O)O)cc4c3)cc2c1
  A = 110&120	B = 88	C = 105&110	D = 94&101	E = 102	F = 103&106	G = 92&100	H = 106&118	I = 102&97

47: COc1ccccc1C=O
  A = 120	B = 93	C = 107	D = 112	E = 98	F = 108	G = 86	H = 117	I = 101

48: Cc1ccc(C2CC(c3cccs3)=NN2c2ccc(S(N)(=O)=O)cc2)s1 (stereo unspecified)
  A = 99	B = 76	C = 104	D = 78	E = 98	F = 97	G = 56	H = 98	I = 98

49: Cc1cc(N2CCCCC2)nc(N(CCCNc2ccnc3cc(Cl)ccc23)Cc2ccco2)n1
  A = 39	B = 16	C = -36*	D = 25	E = 24	F = 44	G = 2.6*	H = 20	I = 36

50: ClB(Cl)c1ccccc1
  A = 111	B = 89	C = 99	D = 97	E = 100	F = 106	G = 87	H = 95	I = 97

51: NS(=O)(=O)c1ccc2c(c1)/C(=C/c1cccs1)C(=O)N2
  A = 93	B = 85	C = 95	D = 92	E = 86	F = 100	G = 94	H = 95	I = 86

52: Clc1ccc(CN2CCCc3ccccc32)cc1
  A = 102	B = 53	C = 92	D = 95	E = 103	F = 106	G = 83	H = 86	I = 90

53: OCCN1CCN(CCCN2c3ccccc3Sc3ccc(C(F)(F)F)cc32)CC1
  A = 59	B = 33	C = 33	D = .	E = 39	F = 41	G = 20	H = -43*	I = 44

54: COc1cc(-c2ccc3ncnc(NC(C)c4ccccc4)c3c2)cnc1OC (stereo unspecified)
  A = 37	B = 19	C = 47	D = 63	E = 44	F = 45	G = 30	H = 37	I = 39

55: C/C(=C(/c1ccc(Cl)cc1)c1ccc(OCCCN(C)C)cc1)c1ccc(Cl)cc1
  A = 95	B = 73	C = 99	D = 76	E = 87	F = 88	G = 85	H = 110	I = 94

56: COc1cc2nc(N3CCN(C(=O)c4ccco4)CC3)nc(N)c2cc1OC
  A = 111	B = .	C = .	D = .	E = .	F = .	G = 92	H = .	I = .

57: CC(=O)NS(=O)(=O)c1cc(N)ccc1S(=O)(=O)c1ccc(N)cc1
  A = 117	B = 77	C = 107	D = 104	E = 104	F = 112	G = 97	H = 115	I = 102
